CHT inh – inhibits the human high affinity choline transporter. Q9GZV3. CHT-expressing cells, membrane potential dye, choline response; hits give low values. B-score at 10 µM. 0.86% of 310,000 active. AID 488975;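 active = B-score over 3 SD under the library average, and starting fluorescence ratio not unusually high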;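 note: choline stimulus applied at its EC90 after an EC20 pre-addition; B-score computed on integrated fluorescence ratio after choline addition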
Target sequence (Q9GZV3 whole entry, looked up): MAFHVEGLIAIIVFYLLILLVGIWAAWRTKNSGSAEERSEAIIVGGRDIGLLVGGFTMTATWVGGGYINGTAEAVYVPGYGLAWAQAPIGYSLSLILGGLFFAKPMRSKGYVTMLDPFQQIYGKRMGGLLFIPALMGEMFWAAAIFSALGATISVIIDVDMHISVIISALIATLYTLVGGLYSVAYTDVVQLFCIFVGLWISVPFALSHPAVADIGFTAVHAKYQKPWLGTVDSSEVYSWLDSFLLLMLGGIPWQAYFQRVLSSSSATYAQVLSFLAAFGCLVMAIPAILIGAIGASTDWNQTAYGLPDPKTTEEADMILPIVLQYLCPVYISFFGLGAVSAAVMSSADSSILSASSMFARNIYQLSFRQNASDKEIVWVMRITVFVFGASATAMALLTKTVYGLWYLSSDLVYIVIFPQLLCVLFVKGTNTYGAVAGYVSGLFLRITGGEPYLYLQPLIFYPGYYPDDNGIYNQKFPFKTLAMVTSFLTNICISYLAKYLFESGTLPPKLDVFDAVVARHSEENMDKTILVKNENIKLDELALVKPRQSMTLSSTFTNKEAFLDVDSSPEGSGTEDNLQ
KCNQ2 block – KCNQ2 potassium channel inhibitors, primary screen, cell-based, CHO-K1, FluxOR thallium flux, B-score (AID 2156); 1.1% of 310,000 active; B-score at 10 µM; 20 min; hits give low values; O88943;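 active = fluorescence ratio B-score at most minus 3 library SDs, with starting brightness B-score within 2 library SDs, cut at about -5.5 in these data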
Kir21 inh – Kir2.1 (mouse) channel inhibition | P35561 | HEK293-Kir2.1, FluxOR thallium flux fluorescence; hits give low values | B-score at 10 µM | 0.85% of 310,000 active;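 active = fluorescence ratio B-score at or below minus 3 SD of library scores, with starting-brightness B-score within 2 SD, cut at about -4.2 in these data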;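 note: channel flux triggered by added potassium and thallium sulfate stimulus; B-score of peak minus minimum fluorescence over baseline after thallium stimulus; more negative B-score means stronger Kir2.1 block with less thallium influx; some compounds called inactive have numbers as strong as hits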
Target sequence (P35561 whole entry, looked up): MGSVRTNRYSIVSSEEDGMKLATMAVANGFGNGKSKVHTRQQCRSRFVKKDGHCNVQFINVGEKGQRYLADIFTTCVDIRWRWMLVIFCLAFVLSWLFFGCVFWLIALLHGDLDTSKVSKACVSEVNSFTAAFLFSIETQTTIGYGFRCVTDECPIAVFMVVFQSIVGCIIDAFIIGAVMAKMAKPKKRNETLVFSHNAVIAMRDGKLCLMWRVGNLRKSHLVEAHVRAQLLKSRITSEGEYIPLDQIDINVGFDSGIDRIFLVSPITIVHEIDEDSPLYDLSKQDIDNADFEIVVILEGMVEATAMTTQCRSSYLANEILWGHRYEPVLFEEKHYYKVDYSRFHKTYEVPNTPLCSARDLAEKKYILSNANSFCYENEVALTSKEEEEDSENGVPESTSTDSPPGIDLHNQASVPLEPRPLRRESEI
Active calls of the source: *.

What do the screens show for `Cc1ccc(OC(C)C(=O)Nc2ccccc2C(=O)N2CCOCC2)cc1` (configuration not stated)?
CHT inh: inactive; KCNQ2 block: inactive; Kir21 inh: 0.31

Results for C(=N\Nc1nc2ccccc2[nH]1)/c1ccc2c(c1)OCO2 ?
KCNQ2 block: inactive; Kir21 inh: 0.49

How did O=C1CCC(=O)N1CCC(c1ccc(F)cc1)c1ccco1 (configuration not stated) do in these assays?
CHT inh: inactive; KCNQ2 block: inactive; Kir21 inh: -0.61

What do the screens show for `CCOc1cc(C(=O)NC2CCCCCCC2)cc(OCC)c1OCC`?
CHT inh: inactive; KCNQ2 block: inactive; Kir21 inh: 1.7

How did COC(=O)c1ccc(CSc2nnc(NC(=O)C3CCCO3)s2)cc1 (configuration not stated) do in these assays?
CHT inh: inactive; KCNQ2 block: inactive; Kir21 inh: 2.3

What do the screens show for `N/C(=N\OC(=O)Cc1ccc([N+](=O)[O-])cc1)c1cccc(Br)c1`?
CHT inh: inactive; KCNQ2 block: inactive; Kir21 inh: -0.02

What do the screens show for `O=C(Nc1ccccc1)c1ccccc1CCc1ccccc1`?
CHT inh: inactive; KCNQ2 block: inactive; Kir21 inh: -0.65

How did COc1cccc2cc(C(=O)N(C)C)c(=O)oc12 do in these assays?
CHT inh: inactive; KCNQ2 block: inactive; Kir21 inh: -1.5

Results for Cc1ccc(S(=O)(=O)N=Nc2c(O)[nH]c3ccccc23)cc1C ?
CHT inh: inactive; KCNQ2 block: inactive; Kir21 inh: 0.41

Results for CCN(CC)S(=O)(=O)c1ccc(C(=O)NCCSc2c[nH]c3ccccc23)cc1 ?
CHT inh: inactive; KCNQ2 block: inactive; Kir21 inh: -0.41

How did COc1ccc(S(=O)(=O)N2CCC(N3CCCC3)CC2)cc1 do in these assays?
CHT inh: inactive; KCNQ2 block: inactive; Kir21 inh: 0.05

Results for O=C(Oc1ccccc1C(=S)N1CCOCC1)c1ccc([N+](=O)[O-])cc1[N+](=O)[O-] ?
CHT inh: inactive; KCNQ2 block: inactive; Kir21 inh: -0.21

Results for O=C(c1ccc(-c2cccc(C(F)(F)F)c2)o1)N1CCCCCCC1 ?
CHT inh: inactive; KCNQ2 block: -6.2*; Kir21 inh: 0.15

What do the screens show for `COc1cnc(-c2ccccc2)nc1Oc1cccc(C)c1C`?
CHT inh: inactive; KCNQ2 block: inactive; Kir21 inh: -0.92

Results for Cc1nnc(C)n1/N=C/c1cc(Br)ccc1O ?
CHT inh: inactive; KCNQ2 block: inactive; Kir21 inh: 1.3

How did CCCc1nc2ccccc2c(C(=O)OCC(=O)NCc2ccc3c(c2)OCO3)c1CC do in these assays?
CHT inh: inactive; KCNQ2 block: inactive; Kir21 inh: 0.01

Results for CCn1c(SC)nc2c(c1=O)SC(C)C2 (configuration not stated) ?
CHT inh: inactive; KCNQ2 block: inactive; Kir21 inh: -1.1

What do the screens show for `O=C(NC(=S)NNC(=O)c1ccccc1[N+](=O)[O-])c1ccccc1`?
CHT inh: inactive; KCNQ2 block: inactive; Kir21 inh: 0.45

How did COc1ccc(O)c(CN2CCCC(N3CCc4ccccc4C3)C2)c1 (configuration not stated) do in these assays?
CHT inh: inactive; KCNQ2 block: inactive; Kir21 inh: -0.41

What do the screens show for `COc1ccc(NC(=O)Cn2c3ccc(OC)cc3c3nc4n(c(=O)c32)CCS4)cc1`?
CHT inh: inactive; KCNQ2 block: inactive; Kir21 inh: 1.4

How did O=C(COC(=O)c1cncc(Br)c1)NCc1ccc2c(c1)OCO2 do in these assays?
CHT inh: inactive; KCNQ2 block: inactive; Kir21 inh: -0.05

Results for CCOCCCNc1nc2ccccc2[nH]1 ?
CHT inh: inactive; KCNQ2 block: inactive; Kir21 inh: 0.45

Results for CCCCCCCNC(=O)C1(CC2CC(c3ccc(Cl)cc3)=NO2)CCN(C(=O)OC(C)(C)C)CC1 (configuration not stated) ?
CHT inh: inactive; KCNQ2 block: inactive; Kir21 inh: -0.09

How did CC(=O)c1cccc(S(=O)(=O)NCCC(=O)Nc2ccc(S(N)(=O)=O)cc2)c1 do in these assays?
CHT inh: inactive; KCNQ2 block: inactive; Kir21 inh: -0.52

How did CCOC(=O)N1CCN(CC(O)COc2c(OC)cccc2OC)CC1 (configuration not stated) do in these assays?
CHT inh: inactive; KCNQ2 block: inactive; Kir21 inh: -0.43

How did COc1ccc(C)cc1S(=O)(=O)NC1CCCCC1C (configuration not stated) do in these assays?
CHT inh: inactive; KCNQ2 block: inactive; Kir21 inh: 0.17

How did O=C(NC1CCN(Cc2ccccc2)CC1)c1ccc(S(=O)(=O)NCc2ccco2)cc1 do in these assays?
CHT inh: inactive; KCNQ2 block: inactive; Kir21 inh: -1.1

What do the screens show for `CCN(CC)c1ccc(C(=O)OCC(=O)Nc2sccc2C#N)cc1`?
CHT inh: inactive; KCNQ2 block: inactive; Kir21 inh: -0.79

Results for Clc1ccc(Oc2ccccc2)c2ncccc12 ?
CHT inh: inactive; KCNQ2 block: inactive; Kir21 inh: 1.3

Results for O=C(Nc1cccc(C(=O)O)c1)/C(=C\c1ccc2c(c1)OCO2)NC(=O)c1ccccc1Cl ?
CHT inh: inactive; KCNQ2 block: inactive; Kir21 inh: 0.67

What do the screens show for `CC(C)Cc1cc(C(=O)N(C)C2CCCN(Cc3ccccc3F)C2)n(C)n1` (configuration not stated)?
CHT inh: inactive; KCNQ2 block: inactive; Kir21 inh: -1.4

What do the screens show for `O=C(c1cc(NC(=O)C23CC4CC(CC(C4)C2)C3)cc(NC(=O)C23CC4CC(CC(C4)C2)C3)c1)N1CCCCC1`?
CHT inh: inactive; KCNQ2 block: inactive; Kir21 inh: -0.38

How did CC(C)n1cc(CN2CCN(CCc3ccccc3)C(CCO)C2)cn1 (configuration not stated) do in these assays?
CHT inh: inactive; KCNQ2 block: inactive; Kir21 inh: 0

What do the screens show for `COc1ccc(NC(=O)C2Cc3ccccc3O/C2=N\O)cc1` (configuration not stated)?
CHT inh: inactive; KCNQ2 block: inactive; Kir21 inh: 1.4

What do the screens show for `COc1ccc(N2CCN(CNC(=O)c3ccccc3)CC2)cc1`?
CHT inh: inactive; KCNQ2 block: inactive; Kir21 inh: 0.91

Results for Cc1cc2c(cc1C)NC(CC(=O)NCc1ccccc1)C(=O)N2 (configuration not stated) ?
CHT inh: inactive; KCNQ2 block: inactive; Kir21 inh: -0.55

What do the screens show for `CCCC(C)NS(=O)(=O)c1ccc(OC)c(C)c1` (configuration not stated)?
CHT inh: inactive; KCNQ2 block: inactive; Kir21 inh: 0.12

What do the screens show for `CCC(C)C(NC(N)=O)C(=O)Nc1ccc(S(=O)(=O)Nc2ccc(OC)cc2)cc1` (configuration not stated)?
CHT inh: inactive; KCNQ2 block: inactive; Kir21 inh: -0.46

How did O=C(O)/C=C/c1cnc2ccccc2n1 do in these assays?
CHT inh: inactive; KCNQ2 block: inactive; Kir21 inh: -0.75

How did O=C(NCC(=O)N(c1ccc(F)cc1)C(C(=O)NC1CCCC1)c1ccncc1)c1ccco1 (configuration not stated) do in these assays?
CHT inh: inactive; KCNQ2 block: inactive; Kir21 inh: 1.6

What do the screens show for `c1ccc(Cn2ncc3ccccc32)cc1`?
CHT inh: inactive; KCNQ2 block: inactive; Kir21 inh: -0.58

Results for CN1C(=S)SC(/[N+]([O-])=C\c2ccco2)C1(C)C (configuration not stated) ?
CHT inh: inactive; KCNQ2 block: inactive; Kir21 inh: 0.65

What do the screens show for `COc1ccc(C2/C=C\CNCC(=O)N2Cc2ccc(F)cc2)cc1` (configuration not stated)?
CHT inh: inactive; KCNQ2 block: inactive; Kir21 inh: -0.13

How did CCC1(CC)C(=O)C2=C3C1[C@H](C(=O)OC)C=C(C(=O)OC)C[C@H]3n1c(=O)n(-c3ccccc3)c(=O)n1[C@H]2C (some centres not stated) do in these assays?
CHT inh: inactive; KCNQ2 block: inactive; Kir21 inh: -0.4

Results for CCC(=O)NNc1nc2c(Cl)cccc2s1 ?
CHT inh: inactive; KCNQ2 block: inactive; Kir21 inh: 0.02

How did CCCCc1nnc(NC(=O)C2CC(=O)N(Cc3ccccc3)C2)s1 (configuration not stated) do in these assays?
CHT inh: inactive; KCNQ2 block: inactive; Kir21 inh: 0.84

What do the screens show for `Cc1noc(NC(=O)c2c(-c3c(Cl)cccc3Cl)noc2C)c1[N+](=O)[O-]`?
CHT inh: -6.1*; KCNQ2 block: inactive; Kir21 inh: 0.98

What do the screens show for `COc1cc(C(=O)OCc2cc3ccccc3[nH]c2=O)cc(OC)c1OC`?
CHT inh: inactive; KCNQ2 block: inactive; Kir21 inh: -0.76

Among those listed so far, 2 have a COOH group.
Results for O=C(Nc1cccc(C(=O)O)c1)/C(=C\c1ccc2c(c1)OCO2)NC(=O)c1ccccc1Cl ?
CHT inh: inactive; KCNQ2 block: inactive; Kir21 inh: 0.67

How did O=C(O)/C=C/c1cnc2ccccc2n1 do in these assays?
CHT inh: inactive; KCNQ2 block: inactive; Kir21 inh: -0.75

Next compounds follow:
How did CN1C(=O)c2ccccc2C(C(=O)NCC2CCCO2)C1c1c[nH]c2ccccc12 (configuration not stated) do in these assays?
CHT inh: inactive; KCNQ2 block: inactive; Kir21 inh: 0.13

What do the screens show for `O=C(CNC(=O)c1nc[nH]c1C(=O)NCc1ccccc1)OCc1ccccc1`?
CHT inh: inactive; KCNQ2 block: inactive; Kir21 inh: -1.4

How did CC(=O)N(Cc1ccc(F)cc1)c1cccc(C)c1C do in these assays?
CHT inh: inactive; KCNQ2 block: inactive; Kir21 inh: -3.9

Results for C/C(=N/NS(=O)(=O)c1cccc([N+](=O)[O-])c1)c1c[nH]c2ccccc12 ?
CHT inh: inactive; KCNQ2 block: inactive; Kir21 inh: -0.72

Results for O=S(=O)(c1ccccc1)[C@@]1(c2ccc(Br)cc2)C[C@@H]2ON=C(c3ccccc3)[C@@H]2C1 ?
CHT inh: inactive; KCNQ2 block: inactive; Kir21 inh: -0.86

Results for COC(=O)c1ccc(NC(=S)N2CCN(CCO)CC2)cc1 ?
CHT inh: inactive; KCNQ2 block: inactive; Kir21 inh: 0.01

What do the screens show for `Cc1nc(NC(=S)NC(=O)c2ccccc2)sc1C(=O)N(C)C`?
CHT inh: inactive; KCNQ2 block: inactive; Kir21 inh: 1.5

How did Cc1ccc(OCC(=O)NCC2CCCO2)c(C)c1 (configuration not stated) do in these assays?
CHT inh: inactive; KCNQ2 block: inactive; Kir21 inh: 0.76

What do the screens show for `Cc1ccc(Cn2ncc3c(NCCN(C)C)ncnc32)cc1`?
CHT inh: inactive; KCNQ2 block: inactive; Kir21 inh: 0.33

How did Nc1cccc(-c2nc3ccccc3s2)c1 do in these assays?
CHT inh: inactive; KCNQ2 block: inactive; Kir21 inh: 1.8

Results for CCOC(=O)c1cnc2cc(-c3ccc(C(C)(C)C)cc3)nn2c1N ?
CHT inh: inactive; KCNQ2 block: inactive; Kir21 inh: 2.4

Results for CCOc1ccccc1NS(=O)(=O)c1cn(C)nc1C ?
CHT inh: inactive; KCNQ2 block: inactive; Kir21 inh: -1.3

What do the screens show for `O=C(CC1C(=O)NCCN1Cc1ccc(F)cc1)NCCCn1cccn1` (configuration not stated)?
CHT inh: inactive; KCNQ2 block: inactive; Kir21 inh: -0.63

Results for CCOC(=O)N1CCN(c2nc(-c3cccc(OC)c3)cc(C(F)(F)F)n2)CC1 ?
CHT inh: inactive; KCNQ2 block: inactive; Kir21 inh: 0.32

How did CCOC(=O)Cc1csc(NC(=O)CSc2nccn2C)n1 do in these assays?
CHT inh: inactive; KCNQ2 block: inactive; Kir21 inh: -0.05

How did Clc1ccccc1Nc1c2c(nc3ncnn13)CCC2 do in these assays?
CHT inh: inactive; KCNQ2 block: inactive; Kir21 inh: 0.11

How did Nc1ccc(C(=O)Nc2cccc(N)c2)cc1 do in these assays?
CHT inh: inactive; KCNQ2 block: inactive; Kir21 inh: 1.2

Results for CCOc1ccc2[nH]c(=O)c(CN(Cc3cccs3)C(CC)c3nnnn3C(C)(C)CC)cc2c1 (configuration not stated) ?
KCNQ2 block: inactive; Kir21 inh: -0.23

What do the screens show for `O=C1CCN(C(=O)c2ccccc2)C2CCCCC12` (configuration not stated)?
CHT inh: inactive; KCNQ2 block: inactive; Kir21 inh: -0.05

How did Cc1cc(C)c2cc(CN(CCO)C(=O)NC3CCCCC3)c(=O)[nH]c2c1 do in these assays?
CHT inh: inactive; KCNQ2 block: inactive; Kir21 inh: 3.4

How did CCOC(=O)C1(Cc2cccc(F)c2)CCN(CC2CC2)CC1 do in these assays?
CHT inh: inactive; KCNQ2 block: inactive; Kir21 inh: 0.01

What do the screens show for `COc1ccccc1N1CCN(C(=O)c2c(-c3ccccc3Cl)noc2C)CC1`?
CHT inh: inactive; KCNQ2 block: inactive; Kir21 inh: -1.3

Retrieved by structure from above (five):
Results for O=C(Oc1ccccc1C(=S)N1CCOCC1)c1ccc([N+](=O)[O-])cc1[N+](=O)[O-] ?
CHT inh: inactive; KCNQ2 block: inactive; Kir21 inh: -0.21

Results for CCOCCCNc1nc2ccccc2[nH]1 ?
CHT inh: inactive; KCNQ2 block: inactive; Kir21 inh: 0.45

How did CC(=O)c1cccc(S(=O)(=O)NCCC(=O)Nc2ccc(S(N)(=O)=O)cc2)c1 do in these assays?
CHT inh: inactive; KCNQ2 block: inactive; Kir21 inh: -0.52

What do the screens show for `Cc1nc(NC(=S)NC(=O)c2ccccc2)sc1C(=O)N(C)C`?
CHT inh: inactive; KCNQ2 block: inactive; Kir21 inh: 1.5

How did CCOC(=O)Cc1csc(NC(=O)CSc2nccn2C)n1 do in these assays?
CHT inh: inactive; KCNQ2 block: inactive; Kir21 inh: -0.05

No enrichment for hits; 2.6% or so of the library scored in one or more.
